TAG inh: inhibitors of triacylglycerol accumulation. H9c2 cells, Nile Red lipid (TAG) fluorescence; cells loaded with 200 µM oleic acid. inhibition, % at 12.5 µM. 0.66% of 230,000 active;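 active = pattern-corrected inhibition of lipid staining of at least 50% with the nuclear-stain viability signal not falling by more than 50%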;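 also: 0% = DMSO wells and 100% = triacsin C control wells; some results filed as inactive read as strong as hits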
TAG inh DAPI viability: second read-out of TAG inh, no call of its own (marks repeat the call); DAPI nuclei signal change (viability), lower = more cytotoxic, %;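 whole-well DAPI fluorescence read on a plate reader as a viability signal; minus 50 percent equals half of cells still viable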
The depositor's hits bear a star.

Screening CC(C)(C)c1ccc(OCCC(=O)NCCc2ccc(S(N)(=O)=O)cc2)cc1 returned TAG inh -21.2 and TAG inh DAPI viability 11.8.
`CC(C)c1ccc(S(=O)(=O)c2ccc(NN)cc2)cc1` gave TAG inh -17.9 and TAG inh DAPI viability 7.4.
O=C(COC(=O)/C=C/c1ccc(Cl)cc1)NCCN1C(=O)CSC1=O was read as TAG inh 1.6 and TAG inh DAPI viability 10.3.
For O=C(NCC(c1ccc(F)cc1)N1CCOCC1)c1cccnc1Sc1ccc(Cl)cc1 (configuration not stated) the results were TAG inh -16.8 and TAG inh DAPI viability 1.1.
For O=C(COC(=O)c1ccc(F)c(S(=O)(=O)N2CCOCC2)c1)c1ccccc1 the results were TAG inh -13.4 and TAG inh DAPI viability -2.6.
Cc1ccc(C(=O)CC(=O)c2cccc(F)c2)c(O)c1 was read as TAG inh -3.0 and TAG inh DAPI viability -2.6.
Cc1ccc(-n2nnnc2Sc2ccc(S(=O)(=O)NCCN(C)C)cc2[N+](=O)[O-])cc1 was read as TAG inh 101.4 and TAG inh DAPI viability -100.2.
CCOC(=O)c1c(C)cc2c(CO)n[nH]c(=O)c2c1C was read as TAG inh 5.0 and TAG inh DAPI viability -10.9.
For O=C(Nc1cccc(Br)c1)C1CCCC1 the results were TAG inh -9.8 and TAG inh DAPI viability -0.4.
Screening Cc1cccc(NC(=O)Nc2ccc([N+](=O)[O-])cc2)n1 returned TAG inh -0.7 and TAG inh DAPI viability 1.5.
Screening CCOC(=O)c1c(C)[nH]c(C(=O)CSc2nnc(C3CC3)n2N)c1C returned TAG inh -2.4 and TAG inh DAPI viability 9.6.
CC1=C(C(=O)N2CCOCC2)CC(CC(=O)NCc2cccs2)C(=O)N1CCC1=CCCCC1 (configuration not stated) was read as TAG inh -3.3 and TAG inh DAPI viability -3.3.
S=C(NCCN1CCOCC1)N/N=C/c1c2ccccc2cc2ccccc12 was read as TAG inh 10.0 and TAG inh DAPI viability 13.0.
For CCCCCCCCN1[C@@H](CC(=O)O)c2ccc(C(F)(F)F)cc2S1(=O)=O the results were TAG inh -2.4 and TAG inh DAPI viability 8.1.
`C[C@H](CO)N1C[C@H](C)[C@@H](CN(C)Cc2ccncc2)Oc2c(NS(=O)(=O)c3cn(C)cn3)cccc2C1=O` gave TAG inh -31.3 and TAG inh DAPI viability -1.6.
Screening CC(C)Oc1ccc(S(=O)(=O)N2CCOCC2)cc1NC(=O)C(C)Oc1ccc(F)cc1 (configuration not stated) returned TAG inh 17.5 and TAG inh DAPI viability -0.3.
For O=C(COC(=O)c1ccccc1C(=O)c1ccccc1)Nc1ccc(SC(F)F)cc1 the results were TAG inh -17.4 and TAG inh DAPI viability 8.7.
Screening Cc1ccc(-n2ncc3c(=O)[nH]c(SCC(=O)N4CCCCC4)nc32)cc1 returned TAG inh -8.9 and TAG inh DAPI viability 2.0.
For Cc1ccnc(NC(=O)/C=C/c2ccccc2Cl)c1 the results were TAG inh 2.3 and TAG inh DAPI viability -4.2.
For Cc1cnc(C(=O)N2CCN(c3ccc(C(F)(F)F)cn3)CC2)cn1 the results were TAG inh -0.2 and TAG inh DAPI viability -0.7.
Screening O=C(Nc1ccc(NC(=O)c2cccs2)cn1)c1ccccc1 returned TAG inh 8.2 and TAG inh DAPI viability 2.3.
For O=C1C2C3c4ccccc4C(c4ccccc43)[C@@H]2c2nc3ccccc3n21 (some centres not stated) the results were TAG inh -2.7 and TAG inh DAPI viability 37.2.
For CC(C)c1ccc(S(=O)(=O)Nc2ccc3c(c2)OCO3)cc1 the results were TAG inh -26.9 and TAG inh DAPI viability 5.8.
`COc1ccccc1NC(=O)Nc1nn(C)c2cccc(OC)c12` gave TAG inh -6.8 and TAG inh DAPI viability 6.2.
COCCOc1ccc(C(F)(F)F)cc1NC(=O)CN1C(=O)NC(C)(c2ccc3c(c2)OCO3)C1=O (configuration not stated) was read as TAG inh 16.6 and TAG inh DAPI viability 0.4.
COc1ccc(NC(=O)COC(=O)C2CCN(S(=O)(=O)c3ccccc3)CC2)cc1Cl was read as TAG inh 5.7 and TAG inh DAPI viability 2.0.
`COc1ccc(OC)c2nc3c(C(=O)NCCN(C)C)cccc3nc12` gave TAG inh 47.2 and TAG inh DAPI viability -59.9.
For COCCn1c(-c2cccs2)csc1=Nc1cccnc1 the results were TAG inh 2.2 and TAG inh DAPI viability -6.2.
For CCCOc1ccc(C(=O)N2CC3(CC(c4cccc(NC(=O)[C@@H]5CCC(=O)N5)c4)=NO3)C[C@H]2C(=O)NC2(C(N)=O)CC2)cc1 (some centres not stated) the results were TAG inh -6.4 and TAG inh DAPI viability 0.7.
For CC(=O)c1ccc(NC(=O)C2CCCN(S(=O)(=O)c3c(C)[nH]c(=O)[nH]c3=O)C2)cc1 (configuration not stated) the results were TAG inh 1.3 and TAG inh DAPI viability 7.0.
CCc1nc2ccc(C(=O)N(CC)CCN(C)C)cn2c1N(C)CCCc1ccccc1 was read as TAG inh -5.9 and TAG inh DAPI viability 18.7.
O=C(Nc1cccc(C(F)(F)F)c1)Nc1nnc([C@H]2C[C@H](O)[C@@H](CO)O2)s1 was read as TAG inh 1.5 and TAG inh DAPI viability 1.9.
`COC(=O)c1ccccc1NC(=O)CSc1n[nH]c(-c2cccnc2)n1` gave TAG inh -1.8 and TAG inh DAPI viability 3.2.
Cc1noc(C)c1COC(=O)c1ccc2c(c1)OCO2 was read as TAG inh 0.7 and TAG inh DAPI viability -2.1.
`CCCCN1C2=NCCCN2c2cc(C)c(C)cc21` gave TAG inh -14.3 and TAG inh DAPI viability 9.2.
`Brc1ccc(C2=Nc3ccccc3C(c3ccncc3)=NN2)cc1` gave TAG inh 8.4 and TAG inh DAPI viability -0.6.
O=C(CSc1nnc(CNC(=O)c2ccc(F)cc2)o1)NCC1CCCO1 (configuration not stated) was read as TAG inh -18.4 and TAG inh DAPI viability -5.1.
For C=CCC(O)c1c(-c2ccccc2)nn(C)c1Cl (configuration not stated) the results were TAG inh -16.0 and TAG inh DAPI viability 12.7.
`CCOC(=O)C(C)Sc1nc(=O)n2cccc(C)c2n1` (configuration not stated) gave TAG inh -7.8 and TAG inh DAPI viability 1.4.
`CN(C(=O)CSc1nc(C2CC2)n(-c2ccccc2)n1)C1CCS(=O)(=O)C1` (configuration not stated) gave TAG inh 4.9 and TAG inh DAPI viability 3.2.

2 entries picked at random from those above:
CCc1nc2ccc(C(=O)N(CC)CCN(C)C)cn2c1N(C)CCCc1ccccc1 was read as TAG inh -5.9 and TAG inh DAPI viability 18.7.
`CCOC(=O)C(C)Sc1nc(=O)n2cccc(C)c2n1` (configuration not stated) gave TAG inh -7.8 and TAG inh DAPI viability 1.4.

7 successive entries from above:
For O=C1C2C3c4ccccc4C(c4ccccc43)[C@@H]2c2nc3ccccc3n21 (some centres not stated) the results were TAG inh -2.7 and TAG inh DAPI viability 37.2.
For CC(C)c1ccc(S(=O)(=O)Nc2ccc3c(c2)OCO3)cc1 the results were TAG inh -26.9 and TAG inh DAPI viability 5.8.
`COc1ccccc1NC(=O)Nc1nn(C)c2cccc(OC)c12` gave TAG inh -6.8 and TAG inh DAPI viability 6.2.
COCCOc1ccc(C(F)(F)F)cc1NC(=O)CN1C(=O)NC(C)(c2ccc3c(c2)OCO3)C1=O (configuration not stated) was read as TAG inh 16.6 and TAG inh DAPI viability 0.4.
COc1ccc(NC(=O)COC(=O)C2CCN(S(=O)(=O)c3ccccc3)CC2)cc1Cl was read as TAG inh 5.7 and TAG inh DAPI viability 2.0.
`COc1ccc(OC)c2nc3c(C(=O)NCCN(C)C)cccc3nc12` gave TAG inh 47.2 and TAG inh DAPI viability -59.9.
For COCCn1c(-c2cccs2)csc1=Nc1cccnc1 the results were TAG inh 2.2 and TAG inh DAPI viability -6.2.

(list continues)
O=C(CNc1ccccc1Cl)c1ccc(Br)cc1 was read as TAG inh 7.2 and TAG inh DAPI viability 5.4.
`COCCn1c(SCC(=O)NN2C(=O)NC(C)(c3ccccc3)C2=O)nnc1-c1ccncc1` (configuration not stated) gave TAG inh -5.8 and TAG inh DAPI viability 2.8.
Screening O=C(c1ccc(NS(=O)(=O)c2cccc([N+](=O)[O-])c2)cc1)N1CCN(C(=O)c2ccco2)CC1 returned TAG inh -10.7 and TAG inh DAPI viability 7.4.
For CC(C)c1nnc(NC(=O)CCCCCN2C(=O)C3C4C=CC(C4)C3C2=O)s1 (configuration not stated) the results were TAG inh 2.2 and TAG inh DAPI viability -6.4.
`CC(C)(C)NC(=O)NC(=O)CN1CCN(S(=O)(=O)c2ccc3c(c2)CCCC3)CC1` gave TAG inh -34.9 and TAG inh DAPI viability -3.6.
`Cc1cc2occ(CC(=O)NNC(=O)c3ccccc3)c2cc1C` gave TAG inh 4.1 and TAG inh DAPI viability -0.1.
`COc1ccc(CCNC(=O)c2ccc(-c3cccc([N+](=O)[O-])c3)o2)cc1OC` gave TAG inh 1.6 and TAG inh DAPI viability -1.1.
CC(C)CCNC(=O)COc1ccc(N(C)S(=O)(=O)c2ccc(F)cc2)cc1 was read as TAG inh -10.0 and TAG inh DAPI viability 3.4.
Cc1nc2ccccn2c1C(=O)NNC(=O)Nc1cccc(C(F)(F)F)c1 was read as TAG inh -3.3 and TAG inh DAPI viability -1.6.
For CCCC(c1nnnn1Cc1ccc(F)cc1)N1CCN(C2CCCCC2)CC1 (configuration not stated) the results were TAG inh 10.9 and TAG inh DAPI viability 5.6.
For CC1(c2nnc(-c3ccncc3)o2)CC(c2cccc(Cl)c2)=NO1 (configuration not stated) the results were TAG inh -15.5 and TAG inh DAPI viability -5.2.
NC(=O)[C@H]1CC2(CC(c3cccc(NC(=O)[C@H]4CCC(=O)N4)c3)=NO2)CN1C(=O)c1cc([N+](=O)[O-])cc([N+](=O)[O-])c1 (some centres not stated) was read as TAG inh -11.1 and TAG inh DAPI viability 5.1.
Cc1cccc(OCCSc2cc(C)nc(N)n2)c1 was read as TAG inh -19.0 and TAG inh DAPI viability 3.4.
For Cc1ccc(NC(=O)COC(=O)c2ccco2)cc1S(=O)(=O)N1CCCCC1 the results were TAG inh -17.8 and TAG inh DAPI viability 0.9.
For O=C(Nc1cc([N+](=O)[O-])c2[nH]c(=O)c3ccccc3c2c1)C(F)(F)F the results were TAG inh -1.3 and TAG inh DAPI viability -3.0.
For CCSc1nnc(NC(=O)c2nc(-c3ccccc3)n(-c3ccccc3)n2)s1 the results were TAG inh -4.8 and TAG inh DAPI viability -3.2.
Screening CSCCC(NS(=O)(=O)c1ccccc1)C(=O)Nc1nccs1 (configuration not stated) returned TAG inh 3.2 and TAG inh DAPI viability 4.4.
Screening O=C(c1cccc(Br)c1)N1CCN(C(=O)N2CCOCC2)CC1 returned TAG inh -7.7 and TAG inh DAPI viability -0.8.
O=[N+]([O-])c1ccccc1-n1cnc2ccccc21 was read as TAG inh -6.8 and TAG inh DAPI viability -4.9.
For CCNC(=S)N/N=C(\C)c1ccco1 the results were TAG inh 5.7 and TAG inh DAPI viability -3.2.
Screening CC(C)(C)SC(=O)CC1NS(=O)(=O)OCC1NC(=O)OCC(Cl)(Cl)Cl (configuration not stated) returned TAG inh -14.7 and TAG inh DAPI viability 2.1.
CCCn1c(SCC(=O)Nc2ccccc2Cl)nc(O)cc1=O was read as TAG inh 3.4 and TAG inh DAPI viability -6.1.
Cc1ccc(-c2nn(-c3ccccc3)cc2CO)o1 was read as TAG inh -1.6 and TAG inh DAPI viability -2.8.
Cc1cc(CN2CCOCC2)c(O)c(C2(C)CCCCC2)c1 was read as TAG inh -14.5 and TAG inh DAPI viability -2.3.
`CCc1sc(NC(=O)C(C)C)nc1-c1ccccc1` gave TAG inh 3.1 and TAG inh DAPI viability -3.9.
CCC(C)NC(=O)CSc1ccc(NC(C)=O)cc1 (configuration not stated) was read as TAG inh 5.0 and TAG inh DAPI viability -7.6.
C/C(=N/NC(=O)c1ccc(Cl)s1)c1ccc(NC(=O)COc2ccc(Cl)cc2)cc1 was read as TAG inh 28.2 and TAG inh DAPI viability 18.8.
Cc1ccc(S(=O)(=O)N(C)CC(=O)N(C)Cc2cccs2)cc1 was read as TAG inh -11.9 and TAG inh DAPI viability 1.7.
Screening Cc1cc(NC(=O)CSc2nnc(C(C)N(C)C)n2-c2ccc(F)cc2)no1 (configuration not stated) returned TAG inh -0.2 and TAG inh DAPI viability -2.1.
Screening COCCn1c(SCC(=O)Nc2cc(OC)ccc2OC)nc2c(c1=O)SC(C)C2 (configuration not stated) returned TAG inh 11.2 and TAG inh DAPI viability -6.7.
`C=C(C)CNC(=S)N=Nc1c(O)[nH]c2ccc([N+](=O)[O-])cc12` gave TAG inh 4.2 and TAG inh DAPI viability 0.4.
CC[C@]1(C(=O)OC)[C@H]2C(=O)N(C)C(=O)[C@H]2[C@H]2CN=C(SCc3ccccc3)N21 was read as TAG inh 12.7 and TAG inh DAPI viability -0.7.
`c1ccc(-n2nnnc2N2CCOCC2)cc1` gave TAG inh 8.5 and TAG inh DAPI viability -2.0.
`COCCNC(=O)C(c1ccccc1C)N(C(=O)Cn1nnc2ccccc21)c1cccnc1` (configuration not stated) gave TAG inh 5.1 and TAG inh DAPI viability 11.1.
For CC1C(=O)Nc2ccc(S(=O)(=O)N3CCN(c4cccc(Cl)c4)CC3)cc2NC1=O (configuration not stated) the results were TAG inh -4.3 and TAG inh DAPI viability 5.2.
`O=C(O)CC1c2ccccc2CCN1S(=O)(=O)c1ccccc1` (configuration not stated) gave TAG inh -3.2 and TAG inh DAPI viability -1.6.
For CCC(=O)Nc1c(C)cc(C)cc1Cl the results were TAG inh 9.2 and TAG inh DAPI viability -1.6.
For CCCc1cc(=O)[nH]c(SCC(=O)c2cc(C)n(C)c2C)n1 the results were TAG inh -9.9 and TAG inh DAPI viability -4.5.
CN(CC(=O)NC1CC1)S(=O)(=O)c1ccc(F)cc1 was read as TAG inh -12.2 and TAG inh DAPI viability -8.9.
O=C1c2cnc3nc(SCc4ccc(Cl)cc4)nn3c2CC2c3ccccc3CCN12 (configuration not stated) was read as TAG inh 3.8 and TAG inh DAPI viability 4.2.

Screening results deposited in PubChem by Sanford-Burnham Center for Chemical Genomics.

The list is partial; rates above refer to the full screens.
